zfTRPN1 agonist: agonists of zebrafish TRPN1 channel. HEK293 zebrafish TRPN1-YFP, Fluo-8 calcium fluorescence; 100% = response to 87 µM carbachol. activation, % at 3 µM. actives 0.18% (n = 220,000). AID 1424;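 active = activation above its plate's cutoff, the mean activation of test wells on that plate plus 3 SD, cut at about 19% in these data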;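 also: 0% = DMSO alone and 100% = 87 µM carbachol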
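System: zebrafish TRPN1-YFP in HEK293 cells / Dosing: 3 µM single point / Timing: dye loading 1 h at 37 °C, then 30 min room temperature / Signal: Fluo-8 calcium fluorescence, excitation 470-495 nm, emission 515-575 nm / Read-out basis: percent activation from peak over basal fluorescence ratio, control-normalized / Control set: high carbachol 87 µM, low DMSO alone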
S1P4 ag: activates the human S1P4 receptor; O95977; S1P4-expressing cell line, agonist reporter assay; activation, % at 4.98 µM; actives 0.35% (n = 220,000); in the data active = activation above about 11%;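 also: 0% = DMSO vehicle and 100% = reference agonist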
Target sequence (O95977 whole entry, looked up): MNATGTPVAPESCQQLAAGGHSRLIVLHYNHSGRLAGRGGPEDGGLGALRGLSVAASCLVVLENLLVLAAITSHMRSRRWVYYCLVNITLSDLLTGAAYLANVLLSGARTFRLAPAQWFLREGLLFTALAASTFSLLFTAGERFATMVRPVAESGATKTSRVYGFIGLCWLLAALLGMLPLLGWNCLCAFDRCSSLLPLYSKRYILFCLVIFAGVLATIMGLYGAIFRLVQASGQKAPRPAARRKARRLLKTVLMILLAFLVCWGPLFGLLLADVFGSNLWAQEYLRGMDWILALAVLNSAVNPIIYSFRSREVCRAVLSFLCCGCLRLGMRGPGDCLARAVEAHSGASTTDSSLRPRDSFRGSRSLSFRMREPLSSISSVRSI
BaF3 parental: parental Ba/F3 viability inhibition as JAK2V617F counter-screen. inhibition, % at 5.6 µM. CellTiter-Glo ATP luminescence. actives 1.1% (n = 220,000);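 active = inhibition above a per-campaign cutoff, the mean inhibition of all tested compounds plus 3 SD, cut at about 27% in these data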;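 also: 0% = DMSO wells and 100% = JAK Inhibitor I control wells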
S1P4 antag: antagonists of human S1P4 receptor. O95977. S1P4-expressing cells, antagonist mode, reporter read-out. inhibition, % at 4.98 µM. actives 0.26% (n = 220,000). AID 1510; in the data active = inhibition above about 29%;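 also: 0% = wells stimulated with agonist and 100% = vehicle wells without agonist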
Calpain2 inh: calpain II (pig) inhibition; purified calpain II, fluorogenic peptide substrate, 30 min; inhibition, % at 16 µM; actives 0.37% (n = 220,000); AID 1236;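 active = inhibition above about 50%, limit read from the data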
TRPML3 agonist: agonists of human TRPML3 channel. Q8TDD5. HEK293 TRPML3-YFP, Fluo-8 calcium fluorescence; 100% = the carbachol control signal. activation, % at 3 µM. actives 0.29% (n = 220,000). AID 1448;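 active = activation above its plate's cutoff, the mean activation of the plate's test wells plus 3 SD, cut at about 12% in these data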;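 also: 0% = DMSO only wells and 100% = carbachol wells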
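Material: TRPML3-YFP stable HEK293 cells | Dosing: One concentration, 3 µM nominal, 0.3% DMSO | Timing: 125 s total fluorescence read per well | Technique: Fluo-8 calcium dye fluorescence, ex 470-495, em 515-575 nm | Measure: Percent activation from peak-to-basal fluorescence ratio, scaled between DMSO and carbachol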
Ba/F3 V617F tox: lowers viability of Ba/F3 cells expressing EpoR and JAK2V617F; AID 1446; inhibition, % at 5.6 µM; actives 1.1% (n = 220,000); ATP luminescence;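 active = inhibition above the campaign mean plus 3 SD over all tested compounds, cut at about 24% in these data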;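 also: cytokine-independent growth of Ba/F3 cells driven by EpoR plus mutant JAK2; 0% = DMSO-treated cells and 100% = JAK inhibitor I control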
EP2 mod: modulates human prostaglandin E2 receptor EP2 signaling. P43116. EP2-expressing cells, cAMP HTRF FRET, PGE2 co-stimulation. induction, % at 25 µM. actives 0.83% (n = 260,000). AID 940;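 active = compounds whose cAMP rise, as percent of the full-agonist control response, exceeds 60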;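 also: rat C6 glioma line stably carrying human EP2 under a CMV promoter; the protocol text gives 20 µM as final concentration; 100% = response of wells given 1 µM PGE2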
Target sequence (P43116 whole entry, looked up): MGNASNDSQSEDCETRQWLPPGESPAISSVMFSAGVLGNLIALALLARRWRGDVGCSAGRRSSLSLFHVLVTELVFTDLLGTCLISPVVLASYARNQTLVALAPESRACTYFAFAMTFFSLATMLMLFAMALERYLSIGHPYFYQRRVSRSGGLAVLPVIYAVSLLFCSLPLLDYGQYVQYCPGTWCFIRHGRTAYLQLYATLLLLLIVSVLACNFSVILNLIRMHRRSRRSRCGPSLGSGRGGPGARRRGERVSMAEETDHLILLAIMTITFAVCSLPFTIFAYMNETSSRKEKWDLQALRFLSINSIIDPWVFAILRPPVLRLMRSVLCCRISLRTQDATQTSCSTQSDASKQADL
PERK inhibitor: blocks human PERK kinase. Q9NZJ5. CHO PERK-DD fusion, SEAP luminescence translation reporter. inhibition, % at 5.6 µM. actives 0.17% (n = 220,000). AID 1416;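 active = inhibition above the mean inhibition of all tested compounds plus 3 SD, set separately per screening campaign, cut at about 2.9% in these data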;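 also: PERK kinase domain activated by AP20187 dimerizer at 100 nM; 0% = DMSO with dimerizer and 100% = rapamycin at 8.4 µM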
Starred values were filed as active, the others as inactive; i = inactive; · = not tested or not shown; & = joins results of further samples.

SMILES	zfTRPN1 agonist	S1P4 ag	BaF3 parental	S1P4 antag	Calpain2 inh	TRPML3 agonist	Ba/F3 V617F tox	EP2 mod	PERK inhibitor
COc1ccc(-c2csc(Cc3nnc(N4CCOCC4)n3-c3ccccc3)n2)cc1OC	0.0	-1.0	3	-23	-11	-0.1	1	34	-1.5
COC(=O)c1ccccc1NC(=O)CSc1nnc(C(C)NC(=O)c2ccc(Cl)cc2Cl)n1C (stereo not given)	0.1	1.0	6	-6	17	-0.3	-2	-14	-1.2
COc1ccc(NC(=O)CSc2ccccc2)cn1	0.2	-0.1	4	-11	7	0.4	0	8	1.6
Cc1noc(C)c1COc1cccc(C(=O)OCC(=O)N2CC(=O)Nc3ccccc32)c1	1.7	-0.5	3	11	-33	0.3	4	6	-1.8
CN(CCc1ccccn1)C(=O)Nc1ccc(F)cc1	0.0	0.9	3	-11	12	0.4	3	-7	-0.4
O=C(CSCCOc1ccccc1)NCc1ccncc1	-1.6	0.7	0	7	-11	0.9	-2	-8	0.7
Cc1cc2c(c(SCC(=O)N(C)c3ccccc3)n1)C(=O)OC2	1.1	1.0	2	-10	-22	0.5	0	-2	-0.1
c1ccc(-c2csc3ncnc(N4CCOCC4)c23)cc1	1.5	1.0	5	5	11	0.3	1	-19	-0.7
CC(C)Cn1nc(NC(=O)C(C)(C)C)c2cc3ccccc3nc21	0.5	2.4	7	3	-265	-0.4	-2	-1	-0.2
COCc1cc(C)nc2sc3c(=O)n(-c4cccc5ccccc45)nnc3c12	-0.2	0.3	8	-11	-97	0.9	0	20	-0.7
COC(=O)c1ccccc1NC(=O)CN1C(=O)C2CCCN2c2ncc(Cl)cc21 (stereo not given)	-1.7	1.4	2	-18	-319	0.5	-3	32	-0.8
N#CC1=C(N)Oc2ccc3ccc(O)cc3c2C1c1cccnc1 (stereo not given)	-1.2	1.2	3	-23	-18	-0.1	-2	-39	0.2
CSc1cccc(NC(=S)N2CCCN(Cc3ccccc3F)C2)c1	-2.1	1.5	4	12	12	1.1	-2	-63	-0.3
COc1ccc(-c2nnc(SCc3cc(C)ccc3C)n2N)cc1	0.4	0.1	0	-6	-3	-0.5	1	-12	0.6
CN=C1SC(CC(=O)Nc2sc(C)c(C)c2C(=O)OC)C(=O)N1C (stereo not given)	0.3	-4.8	11	-10	-24	0.3	8	-47	-0.7
COCCNC(=S)Nc1ccc(S(=O)(=O)Nc2ncccn2)cc1	-1.1	-1.8	5	-4	8	0.6	-3	-2	1.2
CC1=C(C(=O)N2CCOCC2)C(c2cc(C)cs2)NC(=O)N1 (stereo not given)	0.3	-0.5	5	-26	-7	0.0	3	-7	1.1
CSc1nc2ccccc2n1CC(=O)Nc1c(C)cccc1C	-1.3	1.1	5	-5	5	0.2	3	10	-0.1
O=C(N/N=C\c1cccc(Cl)c1)c1ccc(Cn2cccn2)o1	1.8	-0.4	7	2	9	0.6	-2	-14	-0.1
CC(=O)Nc1ccc(NC(=O)C2CCC(CNS(=O)(=O)c3cccc4nsnc34)CC2)cc1 (stereo not given)	-1.0	-0.9	0	-13	-29	0.0	1	-14	1.4
CC(=O)c1cccc(NC(=O)Cc2cccs2)c1	0.6	1.7	9	-16	-120	0.4	1	-11	0.0
CCOc1ccccc1C(=O)N1CCN(c2cccc(Cl)c2)CC1	-2.6	-0.1	85*	18	-4	-1.2	89*	-13	-0.4
O=C(CCOc1ccccc1)NCc1ccccc1	0.4	1.6	8	16	-5	-0.1	8	-21	1.1
CC(C)c1nc(C#N)c(NN)o1	-0.9	0.1	-1	-2	-8	-0.4	-4	-27	-0.6
NC(=O)C1CCN(C(=O)COc2ccc3ccccc3c2)CC1	0.6	-2.3	2	-1	18	0.5	0	-18&-11	0.1
CCOc1ccc(NC(=O)CSc2nccn2C)cc1	0.7	0.5	4	16	-6	0.5	1	1	1.7
CC(=O)Nc1ccc(S(=O)(=O)N2CCSC2c2ccc(Cl)cc2)cc1 (stereo not given)	3.1	3.0	0	-18	35	2.7	1	-37&-38	-0.6
O=C(OCCN1CCCCC1)c1cc2ccccc2o1	0.6	-0.1	5	6	-1	0.4	3	15	-0.3
CC(C)c1ccccc1NC(=O)COc1ccc2c(=O)c(Oc3ccc4ccccc4c3)coc2c1	0.2	0.0	6	-13	-43	0.7	-3	7	0.0
CCOc1cc(Br)ccc1S(=O)(=O)N1CC(C)OC(C)C1 (stereo not given)	0.1	0.3	93*	4	-18	1.4	1	-17	0.5
Cc1cc(-c2csc(N)n2)c(C)n1CCC(C)C	1.1	-1.0	3	-3	-158	0.8	2	12	0.1
O=C(COC(=O)c1ccc(NS(=O)(=O)c2ccc(Br)s2)cc1)NC1CCCC1	1.9	1.8	8	-1	-36	0.3	-2	-6	0.8
O=C(NCc1cccc(C(F)(F)F)c1)C1CCN(c2ncccn2)CC1	0.1	-0.1	7	1	-14	0.3	1	15	0.0
C/C=C/C=C/C(=O)OC(C)C(=O)Nc1cc([N+](=O)[O-])ccc1OC (stereo not given)	-0.8	0.8	3	-29	-22	0.1	4	1	1.2
Cc1c(NC(=O)CN2CCN(c3ccc([N+](=O)[O-])cc3)CC2)c(=O)n(-c2ccccc2)n1C	0.8	-0.1	3	1	-34	0.5	-3	14	0.8
O=C(CCn1c(=O)oc2ccccc21)NCc1cccs1	-0.8	-2.1	-1	-12	-13	0.0	0	17	0.8
COc1ccc(/C=N\NS(=O)(=O)c2ccc(Br)cc2)cc1COc1ccccc1[N+](=O)[O-]	-0.4	1.6	4	-5	1	-0.1	-3	36	-0.1
Cc1ccc(-n2[nH]c(C)c(/C=N/c3cccc(C)n3)c2=O)cc1	0.8	0.7	13	-11	10	0.6	15	-7	1.2
CCOc1ccccc1C1N=C(c2ccc(OC)cc2)CC(c2ccccc2O)N1 (stereo not given)	-2.0	3.0	0	17	-44	0.0	-2	26	1.0
CCO[C@@H]1OC(C(=O)N2CCN(Cc3ccc4c(c3)OCO4)CC2)=C[C@H](c2coc3ccccc3c2=O)[C@H]1CCCO	0.2	-1.0	-3	6	-19	0.2	0	-10	0.5
COCCn1c(CN2CCC(Cc3ccccc3)CC2)nc2c1c(=O)n(C)c(=O)n2C	0.6	1.5	8	4	-34	0.9	12	16	-1.3
C(=N\N1CCN(C2c3ccccc3-c3ccccc32)CC1)/c1cccnc1	0.5	1.1	2	-2	6	-0.3	2	74*	-0.2
CCN(CC)CCNC(=O)c1cc2ccccc2nc1Cl	-0.1	0.0	12	-12	16	1.4	1	30	2.2
Cc1ccc(-c2cc(C(=O)NCCCn3ccnc3)c3cc(Br)ccc3n2)o1	1.7	0.5	4	4	i	0.2	-4	11	0.5
O=C(Cn1cnc2c(nnn2-c2ccc(F)cc2)c1=O)N1CCCc2ccccc21	-0.9	0.8	1	-13	-8	0.1	-3	16	-0.7
CC1(C)C(=O)Nc2ccccc2N1C(=O)COc1ncnc2ccccc12	1.3	-0.6	-1	11	-10	1.5	-1	4	1.6
CCON1C(=O)CN(C(=O)OC)C1c1ccc(Cl)cc1Cl (stereo not given)	-0.7	6.2	3	-24	-22	-0.2	-3	26	0.3
COc1ccc(/C(N)=N/OC(=O)Oc2ccccc2)cc1	-0.1	-1.7	6	-6	17	0.5	1	16	1.1
Cc1ccc(C)c(NC(=O)c2ccc(S(=O)(=O)C(F)F)cc2)c1	0.1	-0.5	4	-16	17	-0.1	3	-5	-0.2
Cn1c(-c2c(N)n(C3CCCC3)c3nc4ccccc4nc23)nc2ccccc21	0.3	0.7	5	4	16	1.0	1	31	-1.0
O=C(CC12CC3CC(CC(C3)C1)C2)NCO	0.3	1.4	5	6	-45	-0.1	-1	25	0.9
CC1(C)C=C(c2ccc(C=O)s2)CC(C)(C)N1C=O	-2.0	1.3	2	-3	-26	-0.2	-5	-22	1.6
CCCc1nn(C)c2c(=O)[nH]c(-c3cc(S(=O)(=O)N(CCO)CCO)ccc3OCC)nc12	0.3	-1.8	1	5	19	0.3	2	-6	-0.1
Nc1nnnn1/N=C/c1cccc(O)c1	0.3	-0.7	0	-10	0	0.0	2	-6	1.3
COc1ccc(-c2noc(CCC(=O)Nc3cccnc3)n2)cc1OC	0.4	0.5	1	-9	-7	0.9	0	3	-0.6
CC(=O)c1nnn(-c2ccc([N+](=O)[O-])cc2C)c1C	0.9	1.0	9	-8	-16	0.4	2	21	0.0
COC(=O)C(=C/C(C)=C/c1cccs1)C(=O)OC	-2.4	1.0	1	7	-16	-0.3	-2	-82&-27	1.0
COc1cccc(NC(=O)COC(=O)c2ccccc2C(=O)N2CCN(c3ccccc3)CC2)c1	0.4	-0.4	8	5	4	0.9	2	-37	0.0
O=[N+]([O-])c1cccnc1Oc1ccc(F)cc1F	0.6	0.6	-1	-3	8	-0.1	2	-21	0.3
COc1ccc(CCC(=O)Nc2ccccc2C(F)(F)F)cc1	-0.2	2.5	2	4	-3	0.0	1	20	0.1

Part of the list above, with two lines to a compound:
Results follow in this order: zfTRPN1 agonist | S1P4 ag | BaF3 parental | S1P4 antag | Calpain2 inh | TRPML3 agonist | Ba/F3 V617F tox | EP2 mod | PERK inhibitor
Nc1nnnn1/N=C/c1cccc(O)c1
→ 0.3 | -0.7 | 0 | -10 | 0 | 0.0 | 2 | -6 | 1.3
COc1ccc(-c2noc(CCC(=O)Nc3cccnc3)n2)cc1OC
→ 0.4 | 0.5 | 1 | -9 | -7 | 0.9 | 0 | 3 | -0.6
CC(=O)c1nnn(-c2ccc([N+](=O)[O-])cc2C)c1C
→ 0.9 | 1.0 | 9 | -8 | -16 | 0.4 | 2 | 21 | 0.0
COC(=O)C(=C/C(C)=C/c1cccs1)C(=O)OC
→ -2.4 | 1.0 | 1 | 7 | -16 | -0.3 | -2 | -82&-27 | 1.0

The list goes on:
SMILES	zfTRPN1 agonist	S1P4 ag	BaF3 parental	S1P4 antag	Calpain2 inh	TRPML3 agonist	Ba/F3 V617F tox	EP2 mod	PERK inhibitor
COc1ccc(S(=O)(=O)N2CCC(N3CCN(c4ccccc4)CC3)CC2)cc1	0.1	-0.3	4	-18	12	0.1	4	6	0.7
Cn1cccc1/C=N/NC(=O)CNc1cccc2ccccc12	2.2	2.5	1	-15	-18	1.0	1	-108	-0.7
CCn1cc(C(=O)N2CCCC2)c(=O)c2cc(S(=O)(=O)N(C)C)ccc21	-0.2	-0.8	-1	-22	3	1.2	-2	5	-0.7
CCOC(=O)C1=C(O)C(=O)N(c2ccc(S(N)(=O)=O)cc2)C1c1ccc([N+](=O)[O-])cc1 (stereo not given)	-0.6	2.2	-1	-2	2	0.5	1	-2	0.4
Cc1cccc(N2CCN(C(=O)c3cccc(N4C(=O)C5CC=CC(C)C5C4=O)c3)CC2)c1C (stereo not given)	2.0	-3.3	2	15	-57	-0.5	-3	-6	-2.2
CCC(=O)Nc1ccc(-c2nnc(-c3ccccc3)o2)cc1	0.8	-1.5	2	-2	·	0.0	2	·	1.2
COc1ccc(C(C(N)=O)c2ncc(C(F)(F)F)cc2Cl)cc1OC (stereo not given)	1.2	-1.4	3	-1	-18	0.9	-1	-18	0.7
COc1cccc(C2(O)CCN(C(=O)C3CC3)CC2)c1	-0.3	0.5	9	-8	-12	-0.5	1	-1	-0.5
COc1ccc(-c2c(C#N)c(SCC(=O)Nc3ccccc3)nc3c2CCCC3)cc1	1.0	-0.7	1	-11	·	1.4	0	·	-1.1

From PubChem
